# Screening data as filed in PubChem.
# D3 antag: qHTS of D3 Dopamine Receptor Antagonist: qHTS. D3R cells, DiscoveRx beta-arrestin luminescence, antagonist mode; hits give low values. D(3) dopamine receptor (Homo sapiens), P35462. hit rate 2.5% among 360,000. max response, negative = inhibition, %; in the data active means max response below about -50%; inconclusive means no clear call, values can overlap the other calls; further: on the % scale 0 is the no-effect control and ±100 the full control effect; mostly tested at two doses, the higher about 12 µM
# Target sequence (P35462 whole entry, looked up): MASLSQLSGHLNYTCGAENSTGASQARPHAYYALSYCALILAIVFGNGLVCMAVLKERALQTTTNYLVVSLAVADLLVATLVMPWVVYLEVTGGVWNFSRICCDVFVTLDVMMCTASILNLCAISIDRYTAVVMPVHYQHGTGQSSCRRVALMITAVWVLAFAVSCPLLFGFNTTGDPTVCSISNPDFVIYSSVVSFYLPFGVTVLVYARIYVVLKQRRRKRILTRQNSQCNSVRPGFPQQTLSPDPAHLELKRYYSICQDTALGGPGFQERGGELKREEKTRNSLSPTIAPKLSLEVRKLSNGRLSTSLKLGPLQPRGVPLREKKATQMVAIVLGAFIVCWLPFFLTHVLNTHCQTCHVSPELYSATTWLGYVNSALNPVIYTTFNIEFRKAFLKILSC
#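 Cells expressing the human receptor were seeded at 1500 cells/well, incubated overnight at 37 degrees C in 5% CO2, then exposed to library compounds with dopamine controls for 90 minutes at 37 degrees C before luminescent detection.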
# Abeta rescue: qHTS for compounds that reverse cellular toxicity of Amyloid beta (A-beta) peptide in yeast: Primary Screen; hit rate 0.063% among 410,000; yeast expressing A-beta42, growth rescue, OD600, 48 h; response scale: 0% DMSO, 100% iron-clioquinol control; AID 1347071, 2019; Potency, µM (titrated, usually from 46.1 µM), for inactives: at the highest dose growth rescue, hits mostly activators; further: potency means the concentration at half of the fitted maximal effect; nearly all actives have a fitted effect of over 55% in size
#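 Yeast growth medium received pinned compounds, then yeast cells expressing toxic A-beta were added; plates incubated at 30 C for 48 hr. Growth read as absorbance at 600 nm, normalized to DMSO and equimolar FeCl3 plus clioquinol controls.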
# GLP-1R inv ag: qHTS of GLP-1 Receptor Inverse Agonists (Inhibition Mode) | Glucagon-like peptide 1 receptor (Homo sapiens), P43220 | HEK293 GLP-1R CRE-luciferase, luminescence, 24 h; GLP-1R form is constitutively active | Potency, µM (doses to about 38.3 µM), for inactives: at the highest dose activity change, negative = inhibition, most hits filed as inhibitors | hit rate 1.6% among 410,000; further: potency means the concentration at half of the fitted maximal effect; on the % scale 0 is the no-effect control and ±100 the full control effect; nearly all actives have a fitted effect of over 55% in size
# Target sequence (P43220 whole entry, looked up): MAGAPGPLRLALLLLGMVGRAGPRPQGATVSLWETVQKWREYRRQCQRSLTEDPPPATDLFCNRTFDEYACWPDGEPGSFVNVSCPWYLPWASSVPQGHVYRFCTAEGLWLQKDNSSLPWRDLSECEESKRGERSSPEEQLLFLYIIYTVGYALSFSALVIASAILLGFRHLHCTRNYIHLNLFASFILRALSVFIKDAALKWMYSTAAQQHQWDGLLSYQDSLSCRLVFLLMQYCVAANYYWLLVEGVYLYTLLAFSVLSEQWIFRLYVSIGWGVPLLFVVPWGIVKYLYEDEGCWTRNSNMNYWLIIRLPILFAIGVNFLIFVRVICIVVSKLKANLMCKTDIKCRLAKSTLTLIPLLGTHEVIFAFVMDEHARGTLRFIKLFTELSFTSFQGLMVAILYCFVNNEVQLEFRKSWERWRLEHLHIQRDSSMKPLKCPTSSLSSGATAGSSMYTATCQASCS
#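 Readout was luciferase luminescence, measured 12 min after detection reagent at room temperature. Beforehand, GLP-1R reporter HEK293 cells had sat 12 h, then received compounds for 24 hr at 37 deg C.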
# PTHR1 agonist: qHTS for PTHR1 Agonists: Primary Screen | Parathyroid hormone/parathyroid hormone-related peptide receptor (Homo sapiens), Q03431 | HEK293 GP2 PTHR1 cells, GloSensor cAMP luminescence, 1 h | Potency, µM (titrated, usually from 115 µM), for the others: at the top dose activation, most hits filed as activators | hit rate 0.075% among 410,000 | AID 743266, 2014; further: potency means the concentration at half of the fitted maximal effect; nearly all actives have a fitted effect of over 55% in size; some results filed as inactive show a strong effect at the top dose; inactives centre near -15; many of its hits are not listed in these tables
#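 HEK-293-derived GP2 cells expressing PTHR1 and a GloSensor cAMP reporter, 3,000/well, plated overnight, given luciferin plus IBMX (each 0.5 mM as added) for 1 h at 37 °C, then compound for 1 h at 37 °C. Luminescence was read after 15 min at room temperature.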
# GLP-1R agonist: qHTS of GLP-1 Receptor Agonists | Glucagon-like peptide 1 receptor (Homo sapiens), P43220 | HEK293 GLP-1R CRE-luciferase, luminescence, 4-6 h; cells express a hypersensitive GLP-1R form | Potency, µM (doses to about 45.6 µM), for inactives: at the highest dose activation, actives largely listed as activators | hit rate 0.007% among 380,000 | AID 624172, 2012; further: potency means the concentration at half of the fitted maximal effect; % of control where 0% means no effect
# Akt phos inh: HTS Assay for Inhibitors of Akt Phophorylation: Primary Screen | hit rate 0.32% among 360,000 | Neuro2A IGF-stimulated pAkt S473 HTRF, 20 min; hits give low values | activity change, % for hits at 50 µM; in the data active means activity change below about -80%; inconclusive means mostly about -51% to -80%; further: on the % scale 0 is the no-effect control and ±100 the full control effect
#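 Neuro2A cells in DMEM with 0.5% FBS, overnight at 37 deg C, given compound at single 50 µM final, then IGF (6 nM final) for 20 min at 37 deg C. Lysed; phospho-Akt Ser473 by HTRF after 24 h, 665/615 ratio.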
# TDP43 rescue: qHTS of TDP-43 Inhibitors; hit rate 1.8% among 410,000; Potency, µM (doses to about 46.1 µM), without a hit: at the highest dose growth rescue (activation), hits mostly activators; TDP-43 expressing yeast growth rescue, BacTiter-Glo, 24 h; AID 652104, 2013; further: potency means the concentration at half of the fitted maximal effect; % of control where 0% means no effect; nearly all actives have a fitted effect of over 50% in size
#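 Yeast expressing TDP-43 (pregrown in raffinose, seeded at OD600=0.02 in galactose medium) exposed to compounds 24 hr at 30 deg C. Growth read by BacTiter-Glo luminescence; rescue of toxicity appears as increased signal.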
# FUS suppressor: qHTS for Suppressors of FUS Proteinopathy: Primary screen using FUS-linked yeast assay; S. cerevisiae FUS-expressing, growth rescue, OD600, 24 h; Potency, µM (series often up to 76.6 µM), inactives show at the top dose growth rescue (activation), usual class: activators; hit rate 0.24% among 390,000;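 further: potency means the concentration at half of the fitted maximal effect; plate controls were DMSO vehicle for no effect and reference control for full effect; nearly all actives have a fitted effect of over 55% in size; some results filed as inactive show a strong effect at the top dose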
#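 Quantitative HTS measuring growth restoration of FUS-toxic yeast. Galactose-induced cells (OD 0.005) were exposed 24hr at 30C to compounds at several concentrations, then absorbance at 600 nm was recorded.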
# aSyn yeast inh: qHTS of alpha-syn Inhibitors; Yeast expressing alpha-synuclein, growth rescue, BacTiter-Glo, 24 h; AID 652106, 2013; Potency, µM (highest dose often 46.1 µM), inactives show at the highest dose growth rescue (activation), hits mostly activators; hit rate 0.14% among 370,000; further: potency means the concentration at half of the fitted maximal effect; % of control where 0% means no effect; nearly all actives have a fitted effect of over 65% in size
#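 Galactose-induced alpha-syn yeast (OD600=0.02, raffinose-pregrown) + pinned cpd, 24 hr, 30 deg C; growth by BacTiter-Glo luminescence. Growth restoration scores as activation.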
# Active calls of the source: *; i = inactive; ? = inconclusive; / = not tested or not shown; & = joins results of further samples; [ ] = dose if it differs, or a comment. Unless noted, the call rests on the fitted dose curve; in most records, active means well fitted curve in the direction sought with a large enough effect; inconclusive means small, poorly fitted or top-dose-only effect, or another doubt; inactive means no such curve, though single readings can be large; an effect the other way counts as inactive or inconclusive.
SMILES,D3 antag,Abeta rescue,GLP-1R inv ag,PTHR1 agonist,GLP-1R agonist,Akt phos inh,TDP43 rescue,FUS suppressor,aSyn yeast inh
c1ccc2oc(NC3=NCN(C4CCCCC4)CN3)nc2c1,7,9%,0%,i,6%,i,-12%,-9%,4%
O=C(CNc1cccc([N+](=O)[O-])c1)NC(=O)NC1CCCCC1,?,13%,?,i,-1%,i,15%,/,12%
Cc1ccc(CN(C(=O)c2ccccc2)c2ccccn2)o1,/,-9%,9%,i,/,/,9%,8%,/
Cc1cnn(-c2cc(N/N=C/c3ccccc3)ncn2)c1,23,-2%,0%,i,-10%,i,4%,-2%,-4%
CC1CC(C)CN(C(=O)COC(=O)c2cccc(S(=O)(=O)N(C)c3ccccc3)c2)C1 (stereo unspecified),-1,10%,?,-34%[inhibitor],13%,i,?,23%,11%
CC(=O)Nc1ccc(SCC(=O)NC(=O)c2ccc(Cl)cc2)cc1,-23,-10%,-4%,-15%,-6%,i,6%,-4%,?
COc1cc2c(cc1OC)CN(C1CCCN(Cc3cccc(C(C)=O)c3)C1)CC2 (stereo unspecified),-20,-17%,26%,-4%,-1%,i,1%,-11%,0%
CC(C)CCNC(=O)c1cc(-c2cccs2)nc2ccccc12,78,-1%,?,-6%,8%,i,10%,-25%,0%
COc1ccccc1NC(=O)N1CCCC1C(=O)Nc1ccc(NC(C)=O)cc1 (stereo unspecified),-11,9%,6%,-11%,-8%,i,15%,6%,-2%
CCCCSc1nc2c([nH]1)c(=O)n(C)c(=S)n2C,92,-2%,6%,-34%,0%,i,-2%,/,-3%
CN(C(=O)c1cccc(NC(=O)Cc2ccc(NC(=O)C3CCN(C(=O)c4ccccc4)CC3)cc2)c1)C1CCCC1,40,16%,-5%,i,0%,i,18%,27%,1%
FC(F)(F)c1cccc(NC(=S)NCc2ccccn2)c1,5,?,?,-1%,15%,i,?,-1%,-16%
O=C(c1cc(-c2ccncc2)nc2ccccc12)N1CCN(Cc2ccccc2)CC1,52,6%,-17%,-16%,22%,i,13%,16%,2%
Cc1ccc(C2=NS(=O)(=O)N(C)C(C(=O)NC3CCCCC3)=C2)cc1,6,-2%,-11%,-11%,14%,i,13%,-23%,?
O=C(O)c1ccccc1C(=O)N1CCN(c2ncccn2)CC1,-1,-17%,6%,i,-4%,i,-16%,20%,1%
COc1nc(N(C)C)nc(-n2nnc(C(C)=O)c2C)n1,17,-8%,26%,i,-6%,i,2%,-9%,13%
CC(C)CCNC(=O)NC(=O)CSc1nnc(COc2ccccc2Cl)o1,8,?,?,i,8%,i,2%,?,19%
C#CCOCCOCCOCCNc1nc(N2CCOCC2)nc(N2CCN(C(=O)[C@H]([C@@H](C)CC)n3cc(CCCN=C(N)N)nn3)CC2)n1,?,-1%,7%,i,-3%,i,1%,12%,1%
O=S(=O)(c1ccc(NC(=S)NCc2ccc(F)cc2)cc1)N1CCOCC1,-25,11%,?,i,17%,i,?,/,-6%
COc1ccc(CC(=O)Nc2cc(S(=O)(=O)N3CCCCC3)ccc2OC(C)C)cc1OC,17,2%,-14%,-19%,8%,i,12%,27%,-1%
O=C1c2ccc(Oc3cccc([N+](=O)[O-])c3)cc2C(=O)N1c1ccccn1,-5,-7%,-8%,i,-7%,i,-13%,-16%,-2%
Cc1cc2ccccn2c1C(=O)c1ccc([N+](=O)[O-])o1,-24,-89%[inhibitor],6%[0.307 µM],-1%,12%,i,-48%[inhibitor],7%,-76%[inhibitor]
Cc1cc(NC(=O)c2ccccc2F)n(C(C)(C)C)n1,-6,2%,6%,i,4%,i,-2%,8%,-6%
CN(Cc1ccco1)Cc1ccc(O)c2ncccc12,/,-3%,/,-52%[inhibitor],2%,/,/,-20%,/
CCOc1ccc(CNC(=O)c2cc(=O)[nH]c3ccc(S(=O)(=O)N4CCCCC4)cc23)cc1,/,2%,7%,i,/,/,0%,-5%,/
Cc1ccc(C(C)C)c(OCC(O)CN2CCN(CCO)CC2)c1 (stereo unspecified),-16,-17%,?,-24%[57.5 µM],11%,i,-12%,24%,1%
CNC(=O)CSc1nc2nn(-c3ccccc3)c(=O)c-2c2n1CCCCC2,?,-3%,0%,22%[57.5 µM],16%,i,-15%,21%,-3%
O=C(OCCN1C(=O)c2ccccc2C1=O)c1cc(S(=O)(=O)N2CCOCC2)ccc1F,0,-11%,-6%,-9%[57.5 µM],?,i,-2%,15%,-2%
Cn1c(SCC#N)nc2ccccc2c1=O,-3,-12%,26%,-3%,11%,i,2%,-29%,2%&-3%
COc1ccc(/C=C2\SC(=O)N(CC(=O)Nc3ccccc3O)C2=O)cc1OC,11,-4%,89%[activator],-59%[inhibitor],2%,i,9%,8%,6%
COc1cc(C(=S)N(C)C)ccc1O,1,-7%,15%,i,-8%,i,11%,-15%,-29%
Cc1cc2oc(C(=O)NCCc3ccc(S(N)(=O)=O)cc3)cc(=O)c2cc1C,4,-18%&7%,19%&2%,-3%&-21%,18%,i,-8%&24%,-8%&-10%,1%
COc1ccc(C)cc1NC(=O)COC(=O)Cc1c[nH]c2ccccc12,26,0%,-29%,i,-6%,i,18%,-1%,-4%
O=C(CC1CCCCC1)N1CCCC(c2nc(-c3ccc(S(=O)(=O)N4CCCC4)cc3)no2)C1 (stereo unspecified),10,-10%,27%,-15%[57.5 µM],4%,i,18%,29%,-5%
CCCN1CCN(C(=O)Cn2c(-c3cccs3)cc3cc(F)ccc32)CC1,/,0%,?,i,-1%,/,21%,-27%,/
Clc1ccc(CSc2nnc(-c3ccccn3)n2Cc2cccs2)cc1Cl,9,-4%,?,-23%,-1%,i,?,?,11%
O=C(CN1C(=O)COc2ccccc21)NCCN1CCC(Cc2ccccc2)CC1,-57*,-5%,0%,i,-4%,i,-26%,-6%,0%
CCOC(=O)C1CCN(C(=O)CCN2C(=O)C3C4C=CC(C4)C3C2=O)CC1 (stereo unspecified),1,2%,-2%,i,12%,i,-2%,3%,6%
CCOc1cccc(/C=N/NC(=O)c2ccc3c(c2)OCCO3)c1O,-13,-27%,?,i,10%,i,-10%,10%,0%
COc1ccc(/C=C/C(=O)NC(C)CCc2ccccc2)cc1 (stereo unspecified),-18,1%,?,0%,1%,i,6%,/,-1%
C#CCOCCOCCOCCNc1nc(N2CCN(C(=O)[C@H](CCC(=O)O)n3cc(C(N)CC(C)C)nn3)CC2)nc(N2CCN(C(=O)[C@H](Cc3cc4ccccc4[nH]3)n3cc(C(N)[C@H](C)CC)nn3)CC2)n1 (stereo partly specified),-9,-3%,5%,i,0%,i,9%,?,?
Cc1cc2nc(-c3cc(NC(=O)c4cc5ccccc5o4)ccc3Cl)oc2cc1C,/,1%,-1%,-20%,/,/,6%,-5%,/
COCCCn1c(SCC(=O)Nc2ccc(C(C)=O)cc2)nc2ccccc2c1=O,1,12%,11%,i,28%,i,-1%,8%,3%
Cc1cccc(C(=O)NNC(=O)c2c(-c3ccccc3Cl)noc2C)c1O,-1,6%,-28%,-2%,7%,i,-9%,24%,-4%
CC(C)(C)c1ccc(C(=O)N2CCN(CCc3ccccn3)CC2)cc1,/,1%,-8%,-4%,/,/,22%,16%,/
CS(=O)(=O)N1CCC(C(=O)N2CCN(c3ccc(F)cc3)CC2)CC1,8,-12%,19%[7.66 µM],-13%,0%,i,9%,5%,6%
CCOc1ccc(C(=O)Nc2cc(=O)n(C)c(=O)n2C)cc1,2,4%,14%,-6%,-1%,i,21%,-4%,1%
Cc1cc(C)cc(OCC(=O)Nc2cccc(C(=O)O)c2)c1,-14,-26%,0%,-6%[57.5 µM],-10%,i,-10%,29%,-6%
O=C(NC1=NCCS1)C1CCN(S(=O)(=O)c2ccccc2C(F)(F)F)CC1,5,12%,-1%,-32%[inhibitor],-6%,i,4%,-11%,0%
O=[N+]([O-])c1ccc(S(=O)(=O)NCC2CCCO2)cc1 (stereo unspecified),4,8%,-13%,-20%,4%,i,10%,-9%,-1%
CCN(C(=O)COC(=O)CCCc1c[nH]c2ccccc12)c1c(N)n(Cc2ccccc2)c(=O)[nH]c1=O,14,-5%,12%,-24%,-5%,i,-9%,?,-2%
CCCCOc1c(Br)cc(/C=N/O)cc1OCC,13,-31%[inhibitor],?,-21%,7%,i,-42%[inhibitor],5%,-34%[inhibitor]
COc1cc2ncnc(NCc3ccc(Cl)cc3)c2cc1OC,-13,-3%,-7%,-11%,11%,i,11%,11%,0%
Cc1ccc(C(=O)C2=C(O)C(=O)N(CC3CCCO3)C2c2ccccc2F)o1 (stereo unspecified),-1,-27%,8%,i,5%,i,-1%,7%,-10%
CCN(CC)S(=O)(=O)c1cc(C(=O)Nc2cccnc2)ccc1Cl,15,-16%,-7%,-4%[57.5 µM],7%,i,-15%,22%,-5%
CCCN1CC(=O)N2Cc3[nH]c4ccccc4c3C[C@H]2C1=O,-13,2%,0%,5%,-6%,i,16%,-27%,-1%
Cc1ccc(S(=O)(=O)N2CCOCC2)cc1NC(=O)CSc1n[nH]c(N)n1,0,-3%,3%,-21%,10%,i,29%,-27%,1%

# Not all compounds are listed, so the mix of outcomes need not match the whole.
